# Keap1 Nrf2 FP: Keap1-Nrf2 (human) interaction inhibition; hit rate 0.15% among 340,000; Keap1 Kelch-Nrf2 peptide fluorescence polarization, 1536-well; Q14145; inhibition, % at 9.4 µM; in the data active = inhibition above about 12%;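 note: human Keap1 Kelch domain with fluorescein labeled Nrf2 9mer peptide probe; 0% = neutral control wells and 100% = peptide positive control; higher means more block of Keap1 binding to Nrf2 peptide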
# CAL PDZ FP-1: CAL PDZ (human) peptide binding inhibition. Q9HD26. purified CAL PDZ, TMR-peptide fluorescence polarization, 1 h. inhibition, % at 24.9 µM. hit rate 0.92% among 300,000. AID 602252;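 active = mean inhibition of at least 30% with at least half of replicates also reaching 30%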;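 note: 0% = DMSO neutral control and 100% = excess unlabeled competitor peptide PRC23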
# Rtt109 HAT inh: C. albicans Rtt109 histone acetyltransferase inhibition | hit rate 0.16% among 330,000 | purified Rtt109/Vps75, ThioGlo CoA-SH fluorescence, 4 h | inhibition, % at 34.9 µM;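 active = inhibition of at least 50% in every replicate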
# Target sequence (Q5AAJ8 whole entry, looked up): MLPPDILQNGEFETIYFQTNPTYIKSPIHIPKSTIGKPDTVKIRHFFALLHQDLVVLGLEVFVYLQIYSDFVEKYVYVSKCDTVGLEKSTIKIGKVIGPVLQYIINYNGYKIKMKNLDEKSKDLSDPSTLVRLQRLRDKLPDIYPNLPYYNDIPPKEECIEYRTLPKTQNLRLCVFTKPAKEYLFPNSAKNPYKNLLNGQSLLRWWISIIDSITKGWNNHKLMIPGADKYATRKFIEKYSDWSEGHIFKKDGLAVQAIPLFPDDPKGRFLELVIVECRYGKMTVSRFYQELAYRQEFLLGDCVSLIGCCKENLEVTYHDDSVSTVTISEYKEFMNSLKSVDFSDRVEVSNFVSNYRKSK
# RTF Ca sens act: cardiac RTF calcium sensitization | hit rate 0.24% among 340,000 | AID 493008 | activation, % at 7.2 µM | IANBD-labeled TnC RTF fluorescence at EC20 calcium; 0% EC20 calcium, 100% full calcium;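 active = activation above the mean over all tested compounds plus 3 SD, cut at about 30% in these data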;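 note: rise in fluorescence read as greater calcium sensitivity of cardiac thin filaments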
# CAL PDZ FP-2: inhibitors of human CAL PDZ peptide binding; purified CAL PDZ, TMR-peptide fluorescence polarization, 1 h; AID 504414; inhibition, % at 20 µM; hit rate 0.02% among 330,000;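 active = highest replicate inhibition of at least 40%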;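 note: plate controls were DMSO neutral control wells for no effect and unlabeled competitor peptide control wells for full effect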
#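 material = purified tagged CAL PDZ domain construct (CerCALP) | buffer or medium = sodium phosphate/NaCl buffer pH 7.4 with TCEP, IgG, Thesit | reagent = TMR-labelled reporter peptide T*-PRC34 bound in PDZ groove | incubation = 1 h room-temperature incubation prior to read | measured by = fluorescence polarization (mP) | evaluation = percent inhibition from loss of millipolarization | control set = unlabelled peptide and DMSO controls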
# PKA-R2B act: activators of human PKA-R2B complex | hit rate 0.079% among 340,000 | PKA-R2B holoenzyme dissociation, Cy5-IP20 fluorescence polarization; R2B truncated from residue 108, S112A mutant; 0% DMSO only, 100% 113 µM cGMP | AID 504700 | activation, % at 11.4 µM;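 active = activation above a cutoff set at the mean over all compounds plus 3 SD, cut at about 18% in these data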;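 note: higher means more holoenzyme dissociation and a rise in polarization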
# LANA DNA inh: blocks KSHV LANA C-terminal domain binding to DNA; MBP-C-LANA/FAM-LBS DNA binding, fluorescence polarization; inhibition, % at 9 µM; hit rate 0.078% among 340,000; AID 504423;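 active = highest replicate inhibition at or above 60% at 9 µM, even if other replicates fall short; inactive = all replicates below 60% inhibition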;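 note: 0% = neutral control wells and 100% = 4 µM acridine orange control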
# SR-BI uptake up: activators of SR-BI mediated HDL lipid uptake. AID 504775. CHO ldlA[mSR-BI] cells, DiI-HDL uptake fluorescence, 3 h; 100 = double the neutral-control signal. activation, % at 12.5 µM. hit rate 0.096% among 320,000;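 active = mean replicate activation of at least 60% and every replicate at or above 60%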;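 note: 0% = median plate neutral-control signal and 100% = twice that signal; values of inactives mirror those of a sister screen read the other way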
#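 Test system: SR-BI-overexpressing, LDLR-lacking CHO cells. Measured by: DiI fluorescence, bottom read. Medium: Ham's F12 with 0.5% BSA, HEPES 25 mM, pH 7.4. Timing: 3 h uptake period with compound, 37 °C.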
# Cardiac RTF inh: cardiac RTF calcium desensitization; inhibition, % at 7.15 µM; IANBD-labeled cardiac RTF, Ca2+ fluorescence; hit rate 0.12% among 340,000; AID 493244; P19429+P45379;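 active = inhibition above the mean inhibition of all tested compounds plus 3 SD, cut at about 17% in these data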;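 note: assay run at fixed EC70 calcium of 1.6 mM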
# DAGLB inhibitor: blocks human DAGLB lipase activity; inhibition, % at 5.17 µM; hit rate 0.059% among 340,000; Q8NCG7; HEK293T DAGLB membrane lysate, EnzChek fluorogenic substrate; AID 504411; in the data active = inhibition above about 34%;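 note: 0% = enzyme with vehicle and 100% = wells lacking enzyme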
# Target sequence (Q8NCG7 whole entry, looked up): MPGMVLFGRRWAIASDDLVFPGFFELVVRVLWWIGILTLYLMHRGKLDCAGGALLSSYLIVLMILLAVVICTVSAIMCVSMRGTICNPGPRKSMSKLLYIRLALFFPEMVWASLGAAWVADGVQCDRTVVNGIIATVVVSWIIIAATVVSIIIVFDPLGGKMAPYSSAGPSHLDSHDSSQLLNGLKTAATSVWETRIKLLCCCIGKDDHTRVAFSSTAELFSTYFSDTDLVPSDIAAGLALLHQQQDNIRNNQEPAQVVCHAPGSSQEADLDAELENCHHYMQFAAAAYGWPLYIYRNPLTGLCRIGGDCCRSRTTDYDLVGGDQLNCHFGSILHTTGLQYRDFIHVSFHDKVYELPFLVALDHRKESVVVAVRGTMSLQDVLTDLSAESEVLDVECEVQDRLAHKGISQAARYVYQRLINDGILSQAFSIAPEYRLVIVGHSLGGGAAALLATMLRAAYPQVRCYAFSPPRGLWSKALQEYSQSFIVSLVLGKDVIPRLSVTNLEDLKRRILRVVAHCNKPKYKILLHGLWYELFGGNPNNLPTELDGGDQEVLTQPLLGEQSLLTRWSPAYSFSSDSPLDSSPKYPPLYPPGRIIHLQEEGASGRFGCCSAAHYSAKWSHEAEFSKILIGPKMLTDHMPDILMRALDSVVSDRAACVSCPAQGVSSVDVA
# The depositor's hits bear a star; / = no result given.
nr	SMILES	CAL PDZ FP-1	RTF Ca sens act	Cardiac RTF inh	LANA DNA inh	CAL PDZ FP-2
1	CCOCCCNC(=O)CCn1nc(-c2ccc(Cl)cc2)ccc1=O	-5	-4	-4	0.6	-0.8
2	O=S(=O)(c1ccccc1)[C@@]1(c2ccccc2)C[C@@H]2ON=C(c3cccc(-c4ccccc4)c3)[C@@H]2C1	-3	-3	7	0.9	-0.3
3	Cc1nn(CCO)c2nc(-c3cccs3)cc(C(F)(F)F)c12	-2	-3	2	1.6	-0.4
4	CN(c1cccc(Cl)c1)S(=O)(=O)c1cccc(C(=O)NC2=NCCS2)c1	-2	0	0	-2.4	-2.6
5	CSc1ccc(/C=C/c2ccc3cccc(O)c3n2)cc1	-2	7	-2	2.4	-1.7
6	Cc1ccccc1N1CCN(CCCN2C(=O)C3CCCCN3C2=O)CC1 (stereo not drawn)	-1	-2	-2	2.2	-0.8
7	NC(=O)Nc1ccccc1C(=O)Nc1ccc2ccccc2c1	0	-6	-9	0.8	1.1
8	COc1ccc(-c2nc3ccccc3c(=O)n2NC(=O)c2cccnc2Cl)cc1OC	-5	-1	-16	0.6	0.4
9	CS(=O)(=O)c1ccc(C(=O)Nc2ccc(N3CCOCC3)cc2)c(Cl)c1	8	1	4	-1.3	-1.6
10	Cc1ccc(C)c(OCC(=O)N2CCOCC2)c1	-4	2	9	0.4	0.3
11	CSc1nc(-c2ccco2)nn1C(=O)c1cccs1	-2	-5	-1	1.1	-2.7
12	Cc1cccc(NC(=O)CN2CCCCCC2)c1	/	1	8	0.6	-1.9

nr	SR-BI uptake up	Rtt109 HAT inh	Keap1 Nrf2 FP	PKA-R2B act	DAGLB inhibitor
1	-14	-3	-3	-2	0
2	1	-3	-1	-1	-16
3	-7	2	-2	-3	-9
4	-2	7	2	-8	-2
5	-9	3	-3	7	-1
6	10	-3	-6	-5	1
7	-2	2	7	8	0
8	21	-4	-3	-5	0
9	2	5	0	9	1
10	13	-2	0	-2	1
11	17	-11	-19	-4	0
12	/	1	-4	7	2

# The list goes on, overlapping the part above by 3 compounds.
nr	SMILES	CAL PDZ FP-1	RTF Ca sens act	Cardiac RTF inh	LANA DNA inh	CAL PDZ FP-2
10	Cc1ccc(C)c(OCC(=O)N2CCOCC2)c1	-4	2	9	0.4	0.3
11	CSc1nc(-c2ccco2)nn1C(=O)c1cccs1	-2	-5	-1	1.1	-2.7
12	Cc1cccc(NC(=O)CN2CCCCCC2)c1	/	1	8	0.6	-1.9
13	O=C1CC(N2CCN(c3ccc(O)cc3)CC2)C(=O)N1Cc1cccs1 (stereo not drawn)	-1	-5	4	0.2	-0.7
14	O=C(Nc1ccc(N2CCOCC2)nc1)c1c(F)cccc1F	-2	/	/	2.0	-0.5
15	CC1(c2ccc3noc(-c4ccccc4)c3c2)OCCO1	-3	6	-10	-0.3	-0.5
16	COc1cccc(CSc2nc3sc(C)c(C)c3c(=O)n2Cc2ccco2)c1	/	-2	-3	0.7	-0.7
17	O=C(Cc1ccc(S(=O)(=O)N2CCOCC2)s1)Nc1cc(C(F)(F)F)cc(C(F)(F)F)c1	8	-2	-3	-0.5	-0.3
18	Cc1cc(C)c(C)c(OCCCOc2cccc3cccnc23)c1	-2	-2	7	0.2	-2.8
19	O=C(COC(=O)c1ccc(Br)cc1)Nc1ccccc1Br	-4	3	-2	2.1	-1.5
20	CCN1CCN(C(=O)C2CCCN(S(=O)(=O)c3ccc(OC)c(OC)c3)C2)CC1 (stereo not drawn)	-1	-1	-11	0.0	-2.7
21	COc1ccc(-n2nc(C(=O)NCC(=O)N3CCCCCC3)c3ccccc3c2=O)cc1Cl	-1	0	-10	-2.1	-4.0
22	N=C1C(c2nc3ccccc3s2)=C(O)CN1CCCO	-15	2	-7	-1.3	-0.9
23	CC1CCC(NC(=O)N(CCCl)N=O)CC1 (stereo not drawn)	0	0	-5	-0.2	-1.0
24	Cc1cccc(N2CCN(S(=O)(=O)c3cccc4nonc34)CC2)c1C	-4	-1	-18	0.0	-2.6

nr	SR-BI uptake up	Rtt109 HAT inh	Keap1 Nrf2 FP	PKA-R2B act	DAGLB inhibitor
10	13	-2	0	-2	1
11	17	-11	-19	-4	0
12	/	1	-4	7	2
13	15	2	-5	-6	1
14	-2	6	0	/	/
15	7	0	2	6	-5
16	-5	-4	2	-10	-13
17	3	1	-5	-10	-5
18	-11	-1	3	-7	-17
19	12	-1	0	3	-7
20	/	-1	0	4	2
21	/	-3	-3	1	-1
22	-11	-5	-1	1	-1
23	10	-7	-7	-1	1
24	17	2	-5	-8	-5

# Compounds 15–17, quoted:
nr	SMILES	CAL PDZ FP-1	RTF Ca sens act	Cardiac RTF inh	LANA DNA inh	CAL PDZ FP-2
15	CC1(c2ccc3noc(-c4ccccc4)c3c2)OCCO1	-3	6	-10	-0.3	-0.5
16	COc1cccc(CSc2nc3sc(C)c(C)c3c(=O)n2Cc2ccco2)c1	/	-2	-3	0.7	-0.7
17	O=C(Cc1ccc(S(=O)(=O)N2CCOCC2)s1)Nc1cc(C(F)(F)F)cc(C(F)(F)F)c1	8	-2	-3	-0.5	-0.3

nr	SR-BI uptake up	Rtt109 HAT inh	Keap1 Nrf2 FP	PKA-R2B act	DAGLB inhibitor
15	7	0	2	6	-5
16	-5	-4	2	-10	-13
17	3	1	-5	-10	-5

# (more compounds)
nr	SMILES	CAL PDZ FP-1	RTF Ca sens act	Cardiac RTF inh	LANA DNA inh	CAL PDZ FP-2
25	CCn1cc(S(=O)(=O)N2CCCC2)cn1	-4	4	-7	1.0	-1.0
26	c1ccc(-c2nc3c4ccccc4ccn3c2CN2CCOCC2)cc1	-7	9	0	-0.3	0.4
27	Cc1cc(C(=O)Oc2cccnc2)ccc1[N+](=O)[O-]	-1	6	-7	0.3	-2.3
28	CCOc1cc(N2CCOCC2)c(OCC)cc1NC(=O)c1cc(-c2ccco2)nc2ccccc12	-4	-36	-2	0.2	-1.9
29	COc1ccc(OC)c(-n2c(SCC(=O)NCC3CCCO3)nc3ccccc3c2=O)c1 (stereo not drawn)	-1	2	0	2.3	-0.7
30	C=CCn1c(C)cc(C(=O)Cn2nc(C(=O)O)c3ccccc3c2=O)c1C	/	0	-8	-1.1	-1.1
31	O=C(Nc1ccccc1N1CCCCC1)C1CCN(C(=O)c2ccc(Cl)cc2)CC1	-8	-12	1	-0.2	-0.4
32	CC(NC(=O)c1ccncc1)c1ccccc1 (stereo not drawn)	0	4	-5	-1.0	-13
33	COc1ccccc1OCC(=O)Nc1c2c(nn1-c1ccc(F)cc1)CS(=O)(=O)C2	-4	-1	1	-0.8	0.2
34	N#Cc1nc(-c2ccc(OCc3ccccc3)cc2)oc1NCCCN1CCOCC1	-3	2	-25	-1.5	1.6
35	CCOC(=O)COc1ccc(S(=O)(=O)N2CCc3ccccc3C2)cc1	-2	-1	2	-1.2	-1.9
36	O=CN(c1ccccc1)c1ccc2ccccc2c1	-4	3	13	1.7	-2.2

nr	SR-BI uptake up	Rtt109 HAT inh	Keap1 Nrf2 FP	PKA-R2B act	DAGLB inhibitor
25	5	0	-1	4	2
26	-8	20	-5	2	0
27	-13	-3	0	4	-5
28	-79	-1	1	-6	1
29	-12	5	8	-9	1
30	4	-8	-1	-6	1
31	-55	-1	0	-11	-7
32	-11	4	-2	0	0
33	6	6	2	3	4
34	-18	4	-1	0	-2
35	18	-2	-3	6	-5
36	5	-3	-3	-6	0

# More entries:
nr	SMILES	CAL PDZ FP-1	RTF Ca sens act	Cardiac RTF inh	LANA DNA inh	CAL PDZ FP-2
37	CC(C)CNc1nc(Oc2ccc(=O)n(C)n2)nc(N2CCOCC2)n1	1	0	-2	-0.1	-0.4
38	O=C(NC(=S)N1CCN(C2CCCCC2)CC1)c1ccccc1	-20	1	-1	-2.9	-0.8
39	Cc1sc2ncnc(Sc3ccccc3C(=O)Nc3ccc(Br)cc3)c2c1C	-1	-5	1	2.7	-1.5
40	COc1ccc(OC)c(Nc2nc(N)c([N+](=O)[O-])c(NC3CCCCC3)n2)c1	-4	1	-11	-3.6	-0.1
41	COc1cccc(CN2CC(C(=O)NCCCn3cccn3)CCC2=O)c1 (stereo not drawn)	-1	3	-5	0.5	-1.1
42	COc1ccccc1CN1CC(C(=O)NCCC2=CCCCC2)CCC1=O (stereo not drawn)	1	1	-4	0.4	-2.1
43	NC(=S)Nc1c(Cl)cccc1Cl	/	16	-4	20	-0.3
44	O=C(N[C@@H]1C/C=C\C[C@@H](CC(=O)N(CCO)Cc2ccccc2)C(=O)N[C@H](Cc2ccccc2)COC1=O)OCC1c2ccccc2-c2ccccc21	14	-1	-8	-0.6	-1.0
45	COc1ccc(OCC2CCCN(Cc3nc(CC4CC4)no3)C2)cc1 (stereo not drawn)	/	2	-7	-0.3	0.3
46	CCCn1c(CN(C)Cc2ccccc2)nc2c1c(=O)n(C)c(=O)n2C	-5	9	6	0.3	-3.4
47	Cc1cccc(C(=O)Nc2nnc(S(=O)(=O)N3CCOCC3)s2)c1	-3	-4	-4	-0.7	-1.2
48	Cc1cc(NC(=O)C(Cl)Cl)cc2c1OCO2	/	0	-1	-0.6	0.0

nr	SR-BI uptake up	Rtt109 HAT inh	Keap1 Nrf2 FP	PKA-R2B act	DAGLB inhibitor
37	10	-11	-2	2	1
38	3	1	-1	-7	-6
39	/	4	2	-8	-5
40	3	5	1	-2	1
41	-12	1	-2	-3	2
42	-4	1	1	-15	0
43	9	0	-5	-9	2
44	-17	-5	-5	-6	-2
45	14	0	2	-3	-6
46	-10	2	-4	14	1
47	21	-2	4	13	3
48	27	1	0	0	1

# Continued:
nr	SMILES	CAL PDZ FP-1	RTF Ca sens act	Cardiac RTF inh	LANA DNA inh	CAL PDZ FP-2
49	CCCN(C(=O)COc1ccc(C(C)=O)cc1OC)C1CCS(=O)(=O)C1 (stereo not drawn)	10	-3	-7	4.1	0.1
50	COc1ccc(-c2nnc(OCc3ccccc3)c3ccccc23)cc1	/	2	-14	-1.0	-3.2
51	CCOC(=O)COc1ccccc1/C=C1/NC(=O)NC1=O	-4	3	-1	1.2	-0.3
52	COc1ccc(C(CC(=O)O)NS(=O)(=O)c2ccc(C)cc2)cc1 (stereo not drawn)	-6	-10	1	-0.4	/
53	NC(=O)c1ccsc1NC(=O)CSc1nnc2ccccn12	-3	14	-12	2.3	-1.3
54	O=C(Nc1ccc(S(=O)(=O)N2CCCCC2c2cccnc2)cc1)c1ccccc1F (stereo not drawn)	-5	-1	-13	0.6	-2.8
55	O=C(Nc1cc(Cl)ccc1N1CCOCC1)c1ccc2c(c1)OCCO2	0	7	-1	-1.3	/

nr	SR-BI uptake up	Rtt109 HAT inh	Keap1 Nrf2 FP	PKA-R2B act	DAGLB inhibitor
49	17	0	-5	-5	1
50	-14	-7	0	8	-6
51	9	-8	-1	8	-1
52	-20	7	1	2	3
53	13	/	-1	-4	0
54	21	0	3	12	-1
55	-64	9	5	-1	-5

# Outcome played no part in choosing rows; any-hit rate near 1.6%.
